mHTT CaM bind: mutant huntingtin-calmodulin interaction inhibitors – biochemical, AlphaScreen, primary screen. AlphaScreen His-mHTT/GST-CaM binding, luminescence. AID 1671202, 2021. P42858. 190,000 tested, 3.6% active. inhibition, % at 15 µM;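 note: 0% = both proteins with DMSO and 100% = one protein alone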
Pf apPOL inh: Pf-apPOL inhibitors, biochemical, fluorescence | Plasmodium falciparum apicoplast DNA polymerase (apPOL) | inhibition, % at 10 µM | 210,000 tested, 0.25% active | Recombinant Pf-apPOL, molecular beacon fluorescence, 1.5 h
Starred values were filed as active, the others as inactive; i = inactive; . = no result given; & = joins results of further samples. Cut-off read from the data, not from the text of the source: active = inhibition above about 50%; inactive = the rest. These rows are one share of the data; rates above refer to the full screens.

Second line of a record – Pf apPOL inh, mHTT CaM bind
NC(=O)COc1ccc2c(c1)OC(=Cc1ccc3c(c1)OCO3)C2=O
 : -7, 1
CC(=O)Nc1nc2c(s1)CN(CC(=O)Nc1ccc(F)c(Cl)c1)CC2
 : -5, -14
COc1ccc(N(C(=O)C2CCCC2)C2C=CS(=O)(=O)C2)cc1 (centres undefined)
 : -3, 0
Cc1cc(C)cc(OCC(=O)O/N=C(\N)c2ccccn2)c1
 : 0, i
O=C(CN1CCN(S(=O)(=O)c2ccc(F)cc2)CC1)c1ccc(O)c(O)c1
 : -6, 2
C=CCC1C=CCC(CC=C)N1 (centres undefined)
 : -6, 18
C=CCN1C(=O)C(C)(C)COc2ccc(NC(=O)c3ccccc3C(F)(F)F)cc21
 : -2, 1
CCOc1ccc(NC(=O)c2ccc(SCCN3CCCCC3)nc2)cc1
 : -2, -7
CC(C)NC(=O)CSCc1ccc(Cl)cc1
 : -4, -5
COc1cc2c(cc1OC)CN(Cc1ccc(OCc3ccccc3)cc1)CC2
 : -2, 33
O=C(NCCCN1CCCCC1)C1CCN(S(=O)(=O)N2CCC3(CC2)OCCO3)CC1
 : -11, -3
COc1ccc(NC(=O)N2CC(C(=O)NC3CC3)C3(CCOCC3)C2)cc1Cl (centres undefined)
 : -7, 3
Cc1cccc2c1N(CC(=O)N1CCC3(CC1)OCCO3)C(=O)C1CCCN1C2=O (centres undefined)
 : -5, 0
COC(=O)c1sccc1NN=C(C)c1ccc(NC(=O)C(Cl)Cl)cc1
 : -6, .
COc1cccc(C2CC(c3cccc(Br)c3)Nc3ncnn32)c1 (centres undefined)
 : -6, 17
O=C(c1ccc2cc[nH]c2c1)N1CCc2c(nc(-c3ccc(F)cc3)[nH]c2=O)C1
 : -3, -1
Cc1ccc(CNC(=O)N2CCCC2c2ccc(Cl)cc2)cc1 (centres undefined)
 : -1, -4
Cc1ccccc1NC(=O)C1CC(=O)N(c2ccc3c(c2)CCN3C(=O)C2CCC2)C1 (centres undefined)
 : -2, 9
COc1ccc(-c2nnc(NC(=O)c3ccc(S(=O)(=O)N4CCOCC4)cc3)o2)c(OC)c1
 : 6, 54*
CCOC(=O)C(C#N)=C(SC)N(C)C
 : -12, .
Cc1cc(C)n(-c2cc(N3CCCC(C(=O)Nn4cnnc4)C3)ncn2)n1 (centres undefined)
 : -10, 1
COc1ccc(C2=N/C(=C/c3ccccc3[N+](=O)[O-])C(=O)O2)cc1
 : -3, -2
CC(C)Cn1c(Oc2ccc(Cl)cc2)nc2c1c(=O)n(C)c(=O)n2C
 : 3, 0
CCOc1ccc(C(=O)Nc2cc(F)c3nc(N4CCOCC4)ccc3c2)cc1
 : 1, -5
CCCCc1ccc(C2C3=C(CC(C)(C)CC3=O)OC3=C2C(=O)CC(C)(C)C3)s1
 : ., 1
COc1ccc(C)cc1NC(=O)CN1CCC(c2nc(-c3cccc(C)c3)no2)CC1
 : 3, -5
CCOc1ccccc1C(=O)N1CCc2[nH]cnc2C12CCCCC2
 : -1, -2
CCC(Sc1nnc(-c2cccc(N)c2)n1C)C(=O)Nc1ccc(Br)cc1 (centres undefined)
 : -2, 17
Clc1ccc(-c2nc3ccncc3[nH]2)cc1
 : -1, 7
COc1ccccc1NC(=O)OCCN1CCCC12CCC(c1ccccc1)CC2 (centres undefined)
 : -6, 4
CCOC(=O)c1cnc2nc(C)ccc2c1Nc1cc(Cl)ccc1F
 : -4, 24
CC1CC(=O)NN=C1c1ccc(N)c([N+](=O)[O-])c1 (centres undefined)
 : -12, 7
Cc1ccc(C)c(-c2cc(C(=O)N3CCCCC3C(=O)N3CCCC3)no2)c1 (centres undefined)
 : -4, 11
CCN(CC)c1ccc(NC(=O)c2ccccc2F)cc1
 : 0, 39
CCCCc1c(C)c(C#N)c2nc3ccccc3n2c1N1CCN(CCO)CC1
 : -5, 1
CC(=O)NC(Nc1c(Cl)cc(Cl)cc1Cl)C(Cl)(Cl)Cl (centres undefined)
 : -6, -1
CCCCCCCCN1[C@@H](CC(=O)O)c2cc(F)ccc2S1(=O)=O
 : 1, 1
O=C(CC1Sc2ccccc2NC1=O)Nc1ccccc1OC(F)F (centres undefined)
 : -1, -3
Cc1cc(Cl)ccc1OCC(=O)Nc1cccc(-c2nc3ncccc3o2)c1
 : -2, -3
FC(F)(F)c1cccc(-c2noc(Cn3ccnc3)n2)c1
 : -3, 6
O=C(NC(Nc1cccc(Cl)c1)C(Cl)(Cl)Cl)c1cccc([N+](=O)[O-])c1 (centres undefined)
 : 3, 95*
O=S1(=O)c2ccc(Br)cc2OC[C@@H](Cc2ccccc2)N1Cc1cn(Cc2ccc(Cl)cc2)nn1
 : 2, -8
CCCCC(=O)N(c1ccc(OCC)cc1)C1C=CS(=O)(=O)C1 (centres undefined)
 : -3, -1
N#CC1=C(N)SC(c2cccs2)C(C#N)=C1N (centres undefined)
 : ., 9
CCCCc1ccc(NC(=O)NCc2csc3ccccc23)c(C)c1
 : 2, .
CC1=C(C)CC2C(=O)C3=C(C(=O)C2C1)C1c2ccccc2C3c2ccccc21 (centres undefined)
 : -2, 61*
Fc1ccccc1C1C=C(c2cccs2)Nc2nnnn21 (centres undefined)
 : 6, -8
O=C(c1ccc(F)cc1)N1CCCC2(CC(c3ccccc3)=CO2)C1 (centres undefined)
 : -6, 99*
CCCN1CCN(C2CCN(C(=O)c3ccccc3F)CC2)C1=O
 : -5, -12
O=S(=O)(Nc1ccc(Cl)cc1F)c1c[nH]c2ncccc12
 : -7, 72*
COc1ccc(NC(=O)c2cc3c(CO)cnc(C)c3oc2=Nc2cc(OC)cc(OC)c2)cc1
 : 0, 12
COc1cccc(C(=O)Nc2ccc(-c3nc4cc(C)ccc4o3)cc2)c1
 : 1, 4
Cc1c(C(=O)NC(N)=Nc2nc3ccccc3o2)cccc1[N+](=O)[O-]
 : 0, 30
CC(C)c1ccc(/C=C2/SC(N3CCCC3)=NC2=O)cc1
 : -2, 28
O=[N+]([O-])c1ccc(O)c(C=Nc2cc3c(cc2Br)OCCO3)c1
 : -5, -3
Fc1ccc2c(c1)C1OCCC1C(c1ccco1)N2 (centres undefined)
 : ., 3
COc1ccc(C2CN(C(=O)CC(C)(C)C)CC2C(=O)N2CCOCC2)cc1 (centres undefined)
 : -4, 3
Cc1noc(C)c1C1CCCN1Cc1ccccc1F (centres undefined)
 : -3, -32
Cn1c2ccccc2n2c3ccccc3c(=S)c(C#N)c12
 : -4, .
COC(=O)c1ccc(Cl)cc1NC(=O)N1CC2CCCN2c2ccccc21 (centres undefined)
 : 5, 46

Following part
Second line of a record – Pf apPOL inh, mHTT CaM bind
COc1ccc(N2CCN(C(=O)CC(C)(C)C)C(C)C2=O)cc1 (centres undefined)
 : -5, -14
O=C1CSC(c2ccccc2)N1c1ccc(F)cc1F (centres undefined)
 : -4, -7
CCN(CC)C(=O)Oc1ccc2c(c1)OC(=Cc1ccc3c(c1)OCO3)C2=O
 : -2, -9
O=C(O)C1CSC(=S)N1 (centres undefined)
 : 5, -1
COc1ccccc1NC(=O)c1cc(C(C)C)n2nccc2n1
 : -2, 3
Cn1cccc1C(=O)N1CCC(CCOc2ccccc2)CC1
 : -7, 58*
COc1cccc(C=C2Oc3c(CN(C)C)c(O)cc(C)c3C2=O)c1OC
 : -6, 10
O=C(Nc1ccccc1Br)c1cc2ccccc2oc1=O
 : -29, -4
CCS(=O)(=O)c1ccc2oc(=O)c(C=C(O)c3cccs3)nc2c1
 : 6, 12
Cc1ccc(CC(=O)N2CCC3(CC2)NC(=O)c2ccccc2N3C)cc1
 : -5, -11
CCc1ccccc1NC(=O)C1CC(c2cccc(OC)c2OC)=NO1 (centres undefined)
 : -3, -7
COc1ccc(C(=O)Nc2ccc3c(c2)N(C(C)=O)c2ccccc2CC3)c(OC)c1OC
 : -7, 24
N#CC(C#N)=CNc1nccs1
 : 0, .
O=C(NC1CC1)c1ccc(OCC2CCN(C(=O)c3ccc(C(F)(F)F)cc3)CC2)cc1
 : -2, 19
O=C(Nc1ccc(OCc2ccccc2)cc1)c1ccccc1F
 : 0, -4
CCC(CC)NC(=O)COc1ccc(OC)cc1
 : -1, 1
O=C(CN1C(=O)NC2(CCCCC2)C1=O)NCc1ccco1
 : -1, -7
CC1(C)ONC(=O)N(CCc2cccs2)C1=O
 : -4, .
Cc1ccc(C)n1-c1ccc(C(N)=O)cn1
 : -3, -1
CN(C)c1ccc(-c2ncnn2-c2ccc([N+](=O)[O-])cc2)cc1
 : 3, -2
Cc1cc(Nc2ccc(Cl)cc2)nc(N2CCOCC2)n1
 : -5, -3
O=C1CSC(c2ccc3c(c2)OCO3)N1c1ccc(Br)cc1 (centres undefined)
 : 2, -3
COc1ccc(S(=O)(=O)N2CCC(C(=O)Nc3cccc(F)c3)CC2)cc1OC
 : -1, -1
CCn1c(/C=C/c2cccnc2)nc2ccccc2c1=O
 : -2, 100*
O=C1Nc2ccccc2OCC1CC(=O)N1CCN(c2ccc(Cl)cc2)CC1 (centres undefined)
 : -6, 12
Cc1ccccc1NC(=O)COc1cc(C)c(Br)c(C)c1
 : -1, -3
O=C(CN1CCCCC1c1nc(-c2cccc(F)c2)no1)Nc1ccccc1F (centres undefined)
 : 11, -21
CSc1nc2ccccc2n1Cc1ccccc1F
 : 1, -12
COc1ccc(C(=O)COc2ccc3c(c2)OC(=Cc2ccccc2OC)C3=O)cc1
 : -12, 0
Cc1cc(=O)oc(C)c1C(=O)NCCC1=CCCCC1
 : -12, -2
Cc1ccc(Oc2ncccc2NC(=O)Nc2cccs2)c2c1CCC2
 : -1, .
O=C(CSc1nnc(NC(=O)C23CC4CC(CC(C4)C2)C3)s1)c1ccccc1
 : -2, 1
CCOC(=O)NC(=O)C(=CNC(C)C)C(=O)OCC
 : -5, .
CC(=O)Nc1cccc(N2CC(C(=O)Nc3ccc(F)cc3C)CC2=O)c1 (centres undefined)
 : 87*, 4
Cc1nc(Cn2cccc2C(=O)NC2CCCCC2)no1
 : -1, -16
O=C(Nc1nnc(SCC(=O)N2CCCc3ccccc32)s1)c1cccs1
 : 1, -19
Fc1ccc(-c2nc(-c3cccc(-c4ccn[nH]4)c3)no2)c(F)c1
 : -2, -7
COc1cc(NC(=O)c2ccc(Cl)cc2)nc(OC)n1
 : 2, 1
Cc1cccc(NC(=O)N2CCC(N3CCN(Cc4ccccc4)C3=O)CC2)c1
 : 1, -3
Cn1c(CNC(=O)C2CCC2)nc2c1CN(C(=O)c1ccoc1)CC2
 : 3, 5
N#CCc1ccc(NC(=O)c2ccc(Cl)cc2)cc1
 : 1, .
Cc1[nH]nc2c1C(c1ccccc1Cl)C(C#N)=C(N)O2 (centres undefined)
 : -7, -5
CCOc1nccnc1NC1CCN(C(=O)c2ccco2)CC1
 : -3, 4
CCOc1ccc(/C=c2\sc3nc(=O)c(C)nn3c2=O)cc1OC
 : 0, -2
Cc1ccc(Nc2cc(=O)[nH]n2C)cc1Cl
 : -9, .
COc1ccccc1C1=NOC(C(=O)NCc2ccccc2)C1 (centres undefined)
 : -4, -4
COc1ccccc1NC(=O)N1CCCC1c1cccc(F)c1 (centres undefined)
 : -6, -10
COc1ccc(CCNC(=O)C2CCCN(c3nc4ccccc4o3)C2)cc1OC (centres undefined)
 : -17, 0
O=c1oc2cc3occ(-c4ccc5c(c4)OCO5)c3cc2c2c1CCCC2
 : 2, 20
Cc1ccccc1Cn1cc(NC(=O)C2CC=CCC2C(=O)O)cn1 (centres undefined)
 : 12, -6
CS(=O)(=O)Oc1ccc2c(c1)OC(=Cc1ccccc1Br)C2=O
 : -4, 5
CCOc1ccccc1NC(=O)c1c(N)sc2c1CCC2
 : -5, 33
Cc1cc(=O)n(C)c(=O)n1CCCCN1CCCC1
 : ., -6
Cc1ccc(C2=N/C(=C\c3ccc(I)o3)C(=O)O2)cc1
 : -3, 26
CC(=O)N1CCN(c2nc3c(s2)CC(C(=O)NCc2ccccc2C)CC3)CC1 (centres undefined)
 : 0, 29
O=c1[nH]c2c(n1-c1ccccc1)C=Nc1ccccc1N2
 : 2, 5
CCC(=O)c1ccc(OCC(O)CN2C(C)(C)CC(O)CC2(C)C)cc1 (centres undefined)
 : -5, 0
CC(=O)Nc1nnc(SCC(=O)Nc2ccc(F)cc2)s1
 : 1, 0
O=C(NCC(=O)N1CCc2ccccc21)c1ccc(=O)[nH]c1
 : -10, -5
CC(C)c1n[nH]c(C2CCCN2S(=O)(=O)c2cccs2)n1 (centres undefined)
 : 2, -2

Continued:
Second line of a record – Pf apPOL inh, mHTT CaM bind
N#C/C(=C\c1cc2c(cc1Br)OCO2)c1nn(CCO)c(N)c1C#N
 : 1&2, 12&5
CC(NS(=O)(=O)c1cc(S(=O)(=O)NC(C)C2C3CC4CC(C3)CC2C4)c2cccc3c2c1NC3=O)C1C2CC3CC(C2)CC1C3 (centres undefined)
 : -13, 10
O=C(NCCO)C(=O)Nc1ccccc1
 : 0, 6
COc1cccc(-c2ncnn2-c2cccc(Cl)c2C)c1
 : 1, 2
